Assay outcomes as filed in PubChem.
BRCA1 expr act – BRCA1 expression activation; MCF7-BRCA1-FFLuc reporter, luminescence, 48 h; response scale: scaled: vehicle 0%, 10 µM genistein 100%; Potency, µM (highest dose often 46.1 µM), for the others: top-dose activation, most hits filed as activators; hit rate 1.1% among 380,000; AID 624202; active means well fitted activation curve with a large enough effect; inconclusive means small, poorly fitted or top-dose-only effect; inactive means no such curve, though single readings can be large or run the other way; further: nearly all actives have a fitted effect of over 80% in size; some results filed as inactive show a strong effect at the top dose
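Activators of BRCA1 expression were detected as increased firefly luciferase luminescence in engineered MCF7 cells after 48 h compound incubation. Signals were scaled to genistein 10 microM as full activation.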
An asterisk follows results filed as active; u = inconclusive; [ ] = remark or other dose. Potency means the concentration at half of the fitted maximal effect.

BRCA1 expr act	molecule
20.4%	COc1cc(CN2C[C@@H](CO)O[C@@H](n3cnc4c(N5CCOCC5)ncnc43)C2)cc(OC)c1OC
-67.9%	COc1cc(OC)nc(Nc2nc(C(N)Cc3ccc(Cl)cc3)cs2)n1 (configuration not stated)
-13.1%	COCOCCn1cc(CN2CCS(=O)(=O)N(Cc3ccc(-c4cccc(N(C)C)c4)cc3)C(CC(C)C)C2=O)nn1 (configuration not stated)
5.2%	Nc1ncnc2c1ncn2COC(CO)CO
-25.4%	O=C(COc1ccccc1C(=O)Nc1ccccc1)Nc1cccc(F)c1
-44.5%	CCCN1C(=O)c2ccccc2NC1c1ccc(OC)c(COc2cccc(C)c2C)c1 (configuration not stated)
3.2%	O=C(O)C1CCN(Cc2cnn(-c3ccccc3)c2-n2cccc2)CC1
8.3%	COCCNC(=O)C1(C)CCCN(C(=O)c2ccc(OC)c(OC)c2)C1 (configuration not stated)
4.0%	C#CCNC(=O)C[C@@H]1C[C@@]2(C(=O)OC)CCCCC=C2N(Cc2ccccc2)C1=O
-14.5%	CCOc1ccc(Cl)cc1-c1cc(C(=O)NCc2cccs2)[nH]n1
18.3%	N#CN=CN1CC=C(c2ccc(Cl)cc2)CC1
3.6%	O=S1(=O)CCN(Cc2ccccc2)CC1
2.9%	C[C@@H]1CN([C@@H](C)CO)C(=O)CCCn2nncc2CO[C@@H]1CN(C)C(=O)Nc1ccc(C(F)(F)F)cc1
8.4%	OC1c2cc(Cl)cc(Cl)c2N=C2CCCN21 (configuration not stated)
-22.7%	COc1cc(F)ccc1-c1csc(C(NC(C)=O)c2ccccc2)n1 (configuration not stated)
-27.0%	CC1(C)CC(=O)C=C(c2ccc(COC(=O)c3cccc(C(F)(F)F)c3)cc2)C1=O
-20.0%	COc1ccc(-c2cc3nc(NCc4ccc(N(C)C)cc4)n(C)c(=O)c3s2)cc1OC
-26.6%	OC(c1ccc2ccccc2c1)c1ncc(-c2cccc3ccccc23)[nH]1 (configuration not stated)
14.0%	CC(=O)C1=CCC(c2cccc3ccccc23)N(S(=O)(=O)c2ccc(C)cc2)C1 (configuration not stated)
13.0%	O=S(=O)(NN=Cc1cccc(Cl)c1)c1ccccc1
-45.3%	CCOC(=O)[C@]12CCCC=C1N(Cc1ccc3c(c1)OCO3)C(=O)[C@H](CC(=O)NCC13CC4CC(CC(C4)C1)C3)C2
-0.7%	CC(=O)c1ccc(OCC(=O)NC(=O)NC2CCCC2)cc1
77.1%	Cn1c(=O)c2cc(NC(=S)NCc3ccccc3F)ccc2n1C
10.7%	C[C@@H]1Cn2cnc(C(=O)NCc3ccc(CNC(=O)OC(C)(C)C)cc3)c2C(=O)N1
-4.0%	CCOc1cc(OCC)cc(C(=O)N2CCC[C@@H]2C(=O)N2CCC[C@@H]2C(=O)NCc2ccccc2Cl)c1
-27.1%	C(=C\c1nc2ccccc2s1)/c1ccc2c(c1)OCO2
-0.2%	CC(C)COC(=O)N1CCCCC1c1cc(C(=O)Nc2ccccc2)no1 (configuration not stated)
5.8%	C[C@H]1CN([C@@H](C)CO)C(=O)c2cc(Br)cnc2O[C@H]1CN(C)C(=O)c1cccnc1
u	O=C(NN=Cc1ccc2c(c1)CCN2)c1cccs1
2.2%	O=C(NCc1c(Cl)cccc1Cl)c1[nH]c(C(F)(F)F)nc1-c1ccccc1
43.8%	Cc1ccc(C(O)c2ncc(-c3ccc4ccccc4c3)[nH]2)cc1 (configuration not stated)
0.0%	C[C@@H]1CN([C@H](C)CO)C(=O)CCCn2nncc2CO[C@H]1CN(C)Cc1ccc(Cl)c(Cl)c1
-5.9%	CCC1=C(NCc2ccccc2)COC1=O
10.0%	O=C(Nc1ccc2c(c1)OCO2)c1csc([C@@H]2C[C@H](O)[C@@H](CO)O2)n1
-29.0%	O=C(NCc1ccccc1)C1Cc2c(-c3cccc(F)c3)ccnc2O1 (configuration not stated)
-1.7%	O=C(C[n+]1ccc(C(=O)NCc2ccccc2)cc1)c1ccc(F)cc1
0.9%	c1cnc2c(-c3ccc4nccn4c3)cccc2c1
23.6%	CC(C)=CCn1c2ccc(NC(=O)Nc3ccc(N(C)C)cc3)cc2c(=O)n1C
6.9%	C[C@H](NC(=O)[C@@H]1CCCN1C(=O)[C@@H]1CCCN1C(=O)c1cccs1)c1ccccc1
19.0%	CCOC(=O)[C@@H](NC(=O)/C=C/[C@H]1O[C@@H](n2cc(C)c(=O)[nH]c2=O)C[C@@H]1O)C(C)C
6.1%	COP(=O)(OC)C(=NNS(=O)(=O)c1ccc(C)cc1)c1ccccc1
6.7%	CC(C)N(C(=O)c1ccc(Cc2cn(C)c3ccccc23)nc1)C(C)C
-9.6%	Cc1cc(C)cc(NC(=O)COC(=O)C2CC3C=CC2C3)c1 (configuration not stated)
7.6%	CCOC(=O)c1cc(-c2sc(NC(=O)c3ccccc3)nc2C)n(-c2ccc(Br)cc2)n1
36.9%	N#CC(=Nc1cccc(F)c1)C1=C(O)c2ccccc2C1=O
-2.6%	CC(O)(c1ccccc1)c1nc(-c2cccc(F)c2)cs1 (configuration not stated)
23.2%	COc1ccc(C#Cc2c[nH]c(=O)c3cncnc23)cc1OC
u	COc1cc(/C=C2\C=Cc3ccccc32)ccc1N(C)C
16.6%	Cc1ccc(OCC(=O)OCC(=O)NC2CCCCCC2)cc1C
-68.0%	Cc1cccc(NC(=O)CSc2nc3ccccc3c(=O)n2C)c1C
10µM*	OC(c1ccccc1)c1nc(/C=C/c2ccccc2)cs1 (configuration not stated)
36.7%	COc1cc2ccc(C(C)=NOC(C)=O)cc2cc1OC
-30.3%	C#Cc1ccc(NC(=O)C2(C)CCN2C(=O)c2ccccc2CCc2ccccc2)cc1 (configuration not stated)
-2.4%	CSc1ncnc2c1ncn2CCCNCc1cccs1
-0.2%	Cc1ccc(CN2CC(N3CCN(CCO)CC3)CS2(=O)=O)cc1 (configuration not stated)
-28.0%	Fc1ccc(-c2nc3c4ccccc4ccn3c2Cc2ccccc2C(F)(F)F)cc1
-4.9%	Cc1ccc([C@@H]2C[C@H]3[C@@H](CN2S(=O)(=O)c2ccc(C)cc2)C(=O)C[C@@H](c2ccc(C)cc2)N3S(=O)(=O)c2ccc(Cl)cc2)cc1
-28.8%	CC(=O)N1CCc2cc(NC(=O)C3(C)CCN3CCc3ccccc3)ccc21 (configuration not stated)
1.1%	CCOC1=C2[C@@H](CN(S(=O)(=O)c3ccc(C)cc3)[C@H]2c2ccccc2F)[C@H]2C(=O)N(CC)C(=O)[C@H]2C1
-25.9%	COC(=O)[C@]12CCCCC=C1N(Cc1ccccc1)C(=O)[C@H](CC(=O)NCCCCc1ccccc1)C2

(more compounds)
BRCA1 expr act	molecule
15.8%	CC1(C(=O)NS(=O)(=O)c2cccc(Cl)c2)CCN1C(=O)CCc1ccccc1 (configuration not stated)
1.2%	COc1ccc(OCCN2CCC(C(=O)NC(c3ccc(C)cc3)c3ccccn3)CC2)cc1 (configuration not stated)
4.3%	COc1ccc(CCNC(=O)c2ccc(Br)o2)cc1Br
-2.2%	COC(=O)c1ccc2nc(-c3ccc(F)cc3)c(Cc3cccc(Cl)c3)n2c1
20.9%	CC(=O)c1cccc(-c2ccnc3c2CC(C(=O)N2CCN(C)CC2)O3)c1 (configuration not stated)
-22.3%	O=S(=O)(c1ccccc1Cl)N1CCN(c2nc(-c3ccccc3)nc3ccccc23)CC1
2.9%	O=C1NC(Cc2ccccc2)c2nc3ccccc3c(=O)n2-c2ncccc21 (configuration not stated)
45.5%	CNc1cnc(-c2cccc(C(=O)N3CCOCC3)c2)cn1
0.1%	COc1ccc(CCNC(=O)Nc2nc(C(N)C3CCCCC3)cs2)cc1OC (configuration not stated)
-34.3%	Cc1cccc(CN2CCN(C3CN(Cc4cn(Cc5cccc(Cl)c5)nn4)S(=O)(=O)C3)CC2)c1 (configuration not stated)
-51.4%	COc1cc2nc(N3CCCCC3)nc(NC3CCN(C)CC3)c2cc1OC
-41.7%	Cn1ccc2c(N3c4ccccc4CCc4ccccc43)cc3c(c21)C1CCC3O1 (configuration not stated)
4.6%	Nc1ccc(/C=C/c2nc3ccccc3s2)cc1
0.5%	C[C@@H]1CN([C@H](C)CO)S(=O)(=O)c2ccc(Br)cc2O[C@@H]1CN(C)C(=O)NC1CCCC1
4.8%	O=C(C1CC(=O)N(c2ccc(F)c(Cl)c2)C1)N1CCOCC1 (configuration not stated)
7.8%	COc1cc(C23CCCN(CCC(C(C)(C)C)C2)C32OCCO2)cc(OC)c1OC (configuration not stated)
-0.4%	CN(C(=O)CSc1nc(N)cc(=O)[nH]1)C1CCCCC1
-10.4%	COc1cc(NCCCn2cnc3c(OC)ncnc32)cc(OC)c1OC
-37.5%	Cc1ccccc1N=C(c1ccccc1)C1C(=O)c2ccccc2C1=O
9.1%	O=C1NC[C@H](CCCCN2C[C@H](Cc3ccc(O)cc3)N(CCC3CCCCC3)C(=O)C2=O)N(CCc2ccccc2)C1=O

Looked up above:
CC(=O)c1cccc(-c2ccnc3c2CC(C(=O)N2CCN(C)CC2)O3)c1 (configuration not stated) @ BRCA1 expr act = 20.9%
CN(C(=O)CSc1nc(N)cc(=O)[nH]1)C1CCCCC1 @ BRCA1 expr act = -0.4%
Cc1cccc(CN2CCN(C3CN(Cc4cn(Cc5cccc(Cl)c5)nn4)S(=O)(=O)C3)CC2)c1 (configuration not stated) @ BRCA1 expr act = -34.3%
CC1(C(=O)NS(=O)(=O)c2cccc(Cl)c2)CCN1C(=O)CCc1ccccc1 (configuration not stated) @ BRCA1 expr act = 15.8%
COc1cc(NCCCn2cnc3c(OC)ncnc32)cc(OC)c1OC @ BRCA1 expr act = -10.4%
Nc1ccc(/C=C/c2nc3ccccc3s2)cc1 @ BRCA1 expr act = 4.6%

A different layout for part of the listing above:
mol | BRCA1 expr act
COc1cc(NCCCn2cnc3c(OC)ncnc32)cc(OC)c1OC | -10.4%
CC1(C(=O)NS(=O)(=O)c2cccc(Cl)c2)CCN1C(=O)CCc1ccccc1 (configuration not stated) | 15.8%
O=C1NC[C@H](CCCCN2C[C@H](Cc3ccc(O)cc3)N(CCC3CCCCC3)C(=O)C2=O)N(CCc2ccccc2)C1=O | 9.1%
O=C(C1CC(=O)N(c2ccc(F)c(Cl)c2)C1)N1CCOCC1 (configuration not stated) | 4.8%
COc1cc(C23CCCN(CCC(C(C)(C)C)C2)C32OCCO2)cc(OC)c1OC (configuration not stated) | 7.8%

(continued)
BRCA1 expr act	molecule
-94.4%[inhibitor]	CCOC(=O)c1c(-c2ccccc2)oc2cc(CN(C)C)c(O)c(CN(C)C)c12
13.9%	O=C(O)c1ccc2c(c1)S(=O)(=O)c1cc(N3CCN(c4cnccn4)CC3)ccc1C2=O
-54.8%	OC[C@@H]1CN(Cc2ccc(-c3ccccc3)cc2)C[C@H](n2cnc3c(NC4CCC4)ncnc32)O1
20.6%	COCCNC(=O)C1(C)CCCN(C(=O)c2ccc3snnc3c2)C1 (configuration not stated)
31.9%	CCc1ccc(C(O)c2ncc(-c3ccccc3F)[nH]2)cc1 (configuration not stated)
-20.9%	Cc1ccc(S(=O)(=O)NCC(=O)NCC(=O)N(C)Cc2ccc(Br)s2)cc1C
-28.3%	COc1ccc(Cl)cc1CC1(C)C(=O)Nc2c(Cl)cccc21 (configuration not stated)
0.0%	CC(=O)Nc1cc(-c2cccnc2)cn2c(-c3ccc(F)cc3)cnc12
1.1%	CC1(C(=O)NS(=O)(=O)c2ccccc2OC(F)(F)F)CCN1C(=O)c1ccco1 (configuration not stated)
61.8%	OC(c1ccccc1)c1ncc(-c2ccc(Cl)cc2)[nH]1 (configuration not stated)
3.6%	CC1(C(=O)Nc2cccc3ncccc23)CCN1C(=O)C1(c2ccccc2)CC1 (configuration not stated)
21.7%	Cc1cccnc1CNC(=O)C1(C)CCCN1CC(C)C (configuration not stated)
-6.4%	CN(C)c1ccc(/C=C2\Cc3ccccc3C2=O)cc1
-7.3%	CC(=O)c1cccc(NC(=O)c2ccc(-c3c(C)noc3C)c3ccoc23)c1
-0.5%	COc1ccc(C)c2sc(N(CCN(C)C)C(=O)c3ccc(S(=O)(=O)N(C)c4ccccc4)cc3)nc12
-21.8%	COc1ccccc1NC(=O)Nc1ccnn1C1CCN(C(=O)C2CCOC2)CC1 (configuration not stated)
14.4%	CCCC(=O)N1CCC1(C)C(=O)Nc1ccc(-n2cccc2)cc1 (configuration not stated)
9.7%	CCCC[C@@H]1Cc2[nH][nH]c(=O)c2[C@H](c2ccc(C(C)C)cc2)O1
-11.0%	COc1cccc(-c2cnc(C(O)c3ccc(Cl)cc3C)[nH]2)c1 (configuration not stated)
-8.4%	CC1(C)OC(=O)C2=C(C[C@@H](CCc3ccccc3)O[C@H]2C2CCCC2)O1
10.6%	CC1(C(=O)NS(=O)(=O)Cc2ccccc2)CCN1C(=O)C/C=C/c1ccccc1 (configuration not stated)
9.7%	c1ccc(Cn2ncc3c(N4CCN(c5ccccc5)CC4)ncnc32)cc1
-17.7%	COc1cc(-c2cc(NC=O)c3ncc(-c4cccc(C(F)(F)F)c4)n3c2)cc(OC)c1OC
20.8%	COc1ccc(S(=O)(=O)NC(=O)C2(C)CCN2C(=O)Cc2ccccc2Cl)cc1 (configuration not stated)
-12.8%	CC(C)(C(=O)N1CCC1(C)C(=O)NC1Cc2ccccc2C1)c1ccccc1 (configuration not stated)
-39.5%	CC(=O)Nc1cc(-c2ccccc2)cn2c(-c3cccc(C(C)=O)c3)cnc12
-29.2%	CC(OC(=O)Cc1n[nH]c(=O)c2ccccc12)C(=O)N(C)c1ccccc1 (configuration not stated)
5.7%	C[C@H](NC(=O)c1ncn2c1C(=O)NC[C@@H]2C)c1ccccc1
3.7%	COc1ccc(CNC(=O)C2Cc3c(-c4cccc(F)c4)ccnc3O2)cc1OC (configuration not stated)
19.4%	COc1cccc(-c2cc3nc(NCc4cccnc4)n(C)c(=O)c3s2)c1
3.4%	CCCN(CC(=O)Nc1ccccc1OC)C(=O)CN1C(=O)NC(C)(C)C1=O
-72.4%[inhibitor]	CC(=O)Nc1ccc(CNc2nc(NC(C)C)nc3cc(-c4ccccc4)sc23)cc1
-14.4%	CCN(CC(=O)Nc1ccccc1C(F)(F)F)C(=O)c1ccc2c(c1)NC(=O)C(C)S2 (configuration not stated)

These rows are one share of the data, so the mix of outcomes need not match the whole.
